DENV2 CPE rescue – inhibitors of DENV2 cytopathic effect. DENV2-infected cells, cytopathic effect rescue, plate reader. CPE inhibition, % at 9.99 µM. 350,000 tested, 1.7% active. AID 651640; in the data active = CPE inhibition above about 20%, passing the limit was not always enough; inconclusive = no clear call, values can overlap the other calls; tested in BHK-21 cells;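 also: 0% = median of neutral control wells and 100% = median of positive control wells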
RAD54 branch – blocks human RAD54 Holliday junction branch migration; FAM/BHQ fluorescence; 360,000 tested, 0.14% active; inhibition, % at 10.4 µM; Q92698;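 active = mean normalized replicate activity at least 40 and at least half of replicates scoring 40 or more; inconclusive = only one of the two criteria met; inactive = mean below 40 and under half of replicates reaching 40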;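 also: 0% = median of neutral control wells and 100% = median of positive control wells; inhibitors cause a drop in the FAM fluorescence signal; in these data hits start at about 50%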
XiGFP reactiv – activators of X-chromosome reactivation in mouse fibroblasts | XiGFP mouse fibroblasts, % GFP-positive cells imaging, 3 d; cells co-treated with 5-aza-dC sensitizer; scaled so ellipticine positive control = 100% | activation, % at 7.58 µM | 360,000 tested, 0.055% active | AID 743238;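 active = mean normalized replicate activation at least 10% and every replicate at or above 10%; inconclusive = only one of the two criteria met; inactive = mean below 10% and not all replicates reach 10%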;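 also: 0% = median of on-plate neutral control wells and 100% = ellipticine 6 µM median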
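assay system = SV40-immortalized XiGFP fibroblast cells, line 68-5-11 | buffer or medium = DMEM plus 5-aza-dC sensitizer | doses = single-point pinned compound dosing | times = 3-day compound exposure, then 15 min fixation at room temperature | benchmarks = positive control ellipticine, 6 µM final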
Casp6 inh – blocks human caspase-6 cleavage activity; P55212; purified caspase-6, Z-VEID-R110 cleavage fluorescence; inhibition, % at 12.5 µM; 350,000 tested, 0.53% active; AID 686996;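 active = mean inhibition across replicates at least about 35%, with every replicate also reaching that limit, limit read from the data; inconclusive = only one of the two criteria met; inactive = neither criterion met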;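 also: 0% = median of neutral control wells and 100% = no fluorescence left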
INS-1E GSIS act – GLuc luminescence reporter in INS-1E cells, primary screen for activators of glucose-dependent secretion of insulin; INS-1E GLuc reporter insulin secretion, 2-3 h; activation, % at 16.6 µM; 370,000 tested, 0.61% active;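 active = lowest replicate activation of at least 40%, so every replicate reaches that level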;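 also: 0% = median of neutral control wells and 100% = median of IBMX positive control wells; some compounds called inactive have numbers as strong as hits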
CFTR F508del cor – CFTR F508del correction in bronchial cells; CFBE cells, YFP halide quenching; stimulated with forskolin plus potentiator P3; % fluorescence drop versus neutral controls; activity (quench increase), % at 7.58 µM; 350,000 tested, 0.36% active; AID 720511;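 active = mean added fluorescence quench of at least 8% versus neutral control, with both replicates also reaching 8%; inconclusive = only one of the mean or replicate conditions met; inactive = mean below 8% and not both replicates reaching 8%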;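 also: cells transiently co-express mutant CFTR-F508del with the halide-sensitive YFP; corrector assay measuring rescue of mutant channel to the surface after 24 h compound exposure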
RAD52 anneal inh – RAD52 (human) annealing inhibition; 360,000 tested, 0.46% active; P43351; inhibition, % at 18.7 µM; recombinant RAD52 DNA annealing, FRET fluorescence;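 active = every replicate showing at least 50% inhibition; inconclusive = mean inhibition at least 50% but not in every replicate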
Target sequence (P43351 whole entry, looked up): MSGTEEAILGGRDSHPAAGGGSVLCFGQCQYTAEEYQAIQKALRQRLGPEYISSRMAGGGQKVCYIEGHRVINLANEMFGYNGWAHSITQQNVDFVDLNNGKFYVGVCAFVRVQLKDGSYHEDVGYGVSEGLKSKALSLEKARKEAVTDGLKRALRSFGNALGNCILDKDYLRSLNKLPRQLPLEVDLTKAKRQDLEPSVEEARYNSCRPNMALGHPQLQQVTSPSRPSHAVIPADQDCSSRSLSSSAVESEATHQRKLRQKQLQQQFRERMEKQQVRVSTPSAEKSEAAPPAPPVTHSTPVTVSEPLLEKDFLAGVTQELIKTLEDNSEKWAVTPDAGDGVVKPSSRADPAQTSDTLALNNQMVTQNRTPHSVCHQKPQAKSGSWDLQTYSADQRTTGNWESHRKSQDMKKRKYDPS
E-selectin induc – E-selectin induction on HUVECs | P16581 | HUVEC E-selectin immunofluorescence imaging; normalized: neutral wells 0, TNF-alpha wells 100 | activation, % at 7.58 µM | 260,000 tested, 0.37% active;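 active = mean E-selectin-positive cell signal at least 10% of the positive control, reached in at least 60% of replicates, without over 20% cell loss; inconclusive = no rule given, readout overlaps actives, possibly toxicity-flagged; inactive = the rest, including those meeting only one limit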;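 also: in these data hits start at about 27%; measured in HUVEC primary endothelial cells; signal is the percent of cells scored E-selectin positive by PE staining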
Target sequence (P16581 whole entry, looked up): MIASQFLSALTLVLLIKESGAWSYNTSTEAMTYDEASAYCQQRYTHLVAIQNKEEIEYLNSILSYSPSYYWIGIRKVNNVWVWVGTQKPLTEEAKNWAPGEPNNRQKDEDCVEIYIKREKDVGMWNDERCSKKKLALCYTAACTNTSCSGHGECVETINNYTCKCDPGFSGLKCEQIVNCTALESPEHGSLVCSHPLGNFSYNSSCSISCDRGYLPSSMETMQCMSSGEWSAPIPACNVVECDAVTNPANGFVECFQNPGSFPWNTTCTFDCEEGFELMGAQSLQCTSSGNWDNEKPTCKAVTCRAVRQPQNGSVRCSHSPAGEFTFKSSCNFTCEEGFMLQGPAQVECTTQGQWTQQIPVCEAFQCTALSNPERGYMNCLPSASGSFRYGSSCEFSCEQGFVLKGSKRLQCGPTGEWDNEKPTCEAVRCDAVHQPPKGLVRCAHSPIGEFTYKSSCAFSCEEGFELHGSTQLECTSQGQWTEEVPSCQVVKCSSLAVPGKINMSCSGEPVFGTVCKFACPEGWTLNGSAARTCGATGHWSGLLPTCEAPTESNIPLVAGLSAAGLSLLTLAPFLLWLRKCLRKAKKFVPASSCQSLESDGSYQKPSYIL
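assay system = HUVEC, human umbilical vein endothelial cells | input = 3,000 HUVEC seeded per well | medium = EGM-2 growth medium on 0.1% gelatin-coated wells | dosing = one compound dose added by pin transfer | signal = immunofluorescence imaging | read-out basis = % PE-positive cells | control set = TNF-alpha, DMSO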
* = called active by the depositor; ? = inconclusive; . = not tested or not shown; & = joins results of further samples.

SMILES	DENV2 CPE rescue	RAD54 branch	XiGFP reactiv	Casp6 inh	INS-1E GSIS act	CFTR F508del cor	RAD52 anneal inh	E-selectin induc
O=C(C1CC1)N1CC2(C1)[C@@H](c1ccccc1)[C@@H](CO)N2Cc1ccc(Cl)cc1	-2	.	0.0	0	-23	4.9	1	0.0
CCCCCC(=O)Nc1cccc(-c2nc3ncccc3o2)c1	.	3	.	-2	0	-1.6	-12	.
COC(=O)[C@@H](Cc1ccc(O)cc1)NC(=O)[C@H]1O[C@@H](n2cnc3c(=O)[nH]c(N)nc32)[C@H](O)[C@@H]1O	2	.	0.4	0	.	-5.5	0	0.7
O=C([C@H]1[C@H](CO)[C@H]2Cn3c(ccc(-c4cccnc4)c3=O)[C@@H]1N2CC1CC1)N1CCCCC1	-4	10	-0.1	1	4	.	5	0.2
COc1ccccc1S(=O)(=O)Cc1ccc(C(=O)NCC(OC)OC)o1	-5	6	0.1	0	.	1.5	-5	0.0
Cc1ccc(C(=O)NC(=S)NCC2CCCO2)cc1Br (stereo not given)	-4	.	-0.1	2	-9	.	2	0.2
COc1ccc(CNC(=O)c2ccc(CS(=O)c3ccccc3)o2)cc1 (stereo not given)	-2	-12	0.0	1	-2	3.7	-11	.
Cn1c(CNC(=O)OC(C)(C)C)n[nH]c1=S	-3	0	0.0	5	8	1.2	-8	-0.2
Cc1nn(CC(=O)Nc2ccc(N3CCOCC3)cc2)c(C)c1Cl	0	-12	0.0	0	9	-0.6	-23	-0.2
Cc1cccc(C(=O)NCC(=O)N2CCN(c3ccccn3)CC2)c1	-3	-13	0.1	1	.	1.3	-2	.
O=C(CN1c2cccc3cccc(c23)S1(=O)=O)N1CCN(c2ccc(F)cc2)CC1	?	.	-0.1	1	-6	-1.1	-14	-0.3
O=C(Nc1ccc(CN2CCOCC2)cc1)c1ccc(-c2ccc(Cl)cc2Cl)o1	0	-2	-0.2	-3	1	0.2	-42	-0.5
COc1cccc(C2CC(c3cccc(Br)c3)n3nc(N)nc3N2)c1 (stereo not given)	5	-2	0.3	1	16	-1.8	-18	1.2
O=C(C[C@H]1C[C@H]2c3cc(NC(=O)C4CCC4)ccc3O[C@H]2[C@@H](CO)O1)NCc1ccc(Cl)cc1	1	10	0.3	0	17	-2.2	-5	-0.5
C[C@H](CO)N1C[C@H](C)[C@@H](CN(C)C(=O)Nc2ccc(C(F)(F)F)cc2)Oc2ccc(NC(=O)CCC(F)(F)F)cc2C1=O	5	1&1	0.0&0.0	-3	1&-11	-1.7&-1.9	7	0.1&1.0
Cc1ccc(S(=O)(=O)CCC(=O)OCC(=O)NCc2ccc(F)cc2)cc1	-8	-3	0.0	-3	6	-0.8	2	1.0
O=C(NCC[C@@H]1CC[C@@H](NC(=O)C2CCCC2)[C@H](CO)O1)c1cnccn1	0	-7	0.1	-2	4	1.3	-9	-0.2
COCCC(=O)N1CCC(Oc2ccc(C(=O)NCCc3cn[nH]c3)cc2)CC1	-8	10	0.0	-1	5	0.0	-22	0.2
Cc1ccc(C)c(Nc2nc3c(S(=O)(=O)c4ccccc4)nnn3c3ccccc23)c1	-3	.	-0.1	-4	9	.	-9	0.2
Cc1cc(C)cc(C(=O)NCCCN2CCOCC2)c1	-1	-3	0.2	-7	2	-0.3	-5	.
CN(C)NC(=S)NC1CCS(=O)(=O)C1 (stereo not given)	3	4	-0.1	1	-2	-2.3	-16	-0.1
Cc1cccc(NC(=O)c2cc3ccccc3oc2=O)c1	8	16	0.0	2	19	1.9	-16	.
O=C(C1CCCO1)N1CCN(C(=S)NC2CC2)CC1 (stereo not given)	1	.	0.0	-2	-4	-0.4	-9	.
COc1ccccc1-c1cc(C(=O)NCCCN2CCOCC2)no1	0	-9	-0.1	-3	-1	0.9	-7	.
Cc1cc(C)n(CCC(=O)N/N=C/c2cccc([N+](=O)[O-])c2)n1	0	.	0.0	-1	.	0.7	-9	.
O=C(O)c1cccc(COc2cccc3ccccc23)c1	-4	-1	-0.1	4	.	1.0	-10	3.9
C[C@H]1CCCCO[C@@H](CN(C)S(=O)(=O)c2ccccc2)[C@@H](C)CN([C@@H](C)CO)C(=O)c2cc(NS(C)(=O)=O)ccc2O1	13	-15	0.0	0	-4	4.7	-4	0.5
COc1ccc(S(=O)(=O)N(C)C[C@H]2Oc3c(NS(=O)(=O)c4ccc(Cl)cc4)cccc3C(=O)N([C@@H](C)CO)C[C@@H]2C)cc1	1	18	0.3	.	-13	-0.2	.	0.0
CCCCn1nc(NS(=O)(=O)c2cccc3nonc23)c2cc3cccc(C)c3nc21	-3	-3	0.0	-1	-7	-0.5	-17	.
CN(C)CCNC(=O)c1scc2c1CCCC2	-6	.	1.0	-5	8	-5.6	8	-0.6
CCCNC(=O)N[C@@H]1CC[C@@H](CC(=O)N2CCN(C)CC2)O[C@@H]1CO	14	-14	0.0	-3	14	3.0	1	-0.1
CCCNC(=O)[C@@H]1[C@@H](CO)[C@@H]2Cn3c(ccc(-c4ccccc4F)c3=O)[C@@H]2N1C(=O)CC	13	-10	0.1	-3	0	1.1	5	-1.6
O=C(Cc1ccc([N+](=O)[O-])cc1)Nc1cc(C(F)(F)F)cc(C(F)(F)F)c1	14	-5	0.0	-1	-1	0.5	-11	0.1
CCOC1CCCc2oc(-c3ccc(OC)cc3)c(C(=O)NCCCCO)c21 (stereo not given)	-9	.	-0.1	13	11	2.3	-3	0.1
Cc1ccccc1N(CC(=O)N1CCCC1)S(=O)(=O)c1ccc(Cl)cc1	-10	-9	0.0	-2	2	-0.3	-12	-1.3
O=C(N/N=C1\CC2CC=CC12)c1ccc(COc2ccccc2)cc1 (stereo not given)	0	2	0.5	-3	-5	-0.8	-10	1.4
CN(C(=O)c1cccc(NC(=O)Cc2ccc([N+](=O)[O-])cc2)c1)C1CCCCC1	0	-2	0.0	-3	-31	0.2	-67	-0.2
COc1ccc(S(=O)(=O)N(C)C[C@H]2Oc3ccc(NC(=O)Cc4cn(C)c5ccccc45)cc3C(=O)N([C@@H](C)CO)C[C@H]2C)cc1	-5	-6	0.0	-6	0	1.7	-33	0.0
CCC(=O)N[C@H]1CC[C@H](CC(=O)NCc2ccccc2OC)O[C@H]1CO	4	1	0.2	1	18	-1.9	-2	-2.0
COc1cc(-c2nnc(SCC#CCO)o2)cc(OC)c1OC	.	-12	.	3	12	.	-1	.
Cc1ccnc(NC(=O)CNC(=O)c2ccccc2Br)c1	?	13	0.1	7	11	0.7	3	0.1
Cc1cc(=O)n2c(c1C#N)SC1CCCCC12O (stereo not given)	.	9	.	-6	10	.	-13	.
Cc1ccc(C(=O)NC2CCCCNC2=O)cc1C (stereo not given)	0	.	0.2	-2	-2	2.3	-3	.
COc1ccc(C(=O)NCCCNC(=O)c2cnccn2)cc1Br	-3	-5	0.2	1	5	1.1	-8	0.0
Cc1noc(C)c1S(=O)(=O)Nc1ccc2c(c1)C(=O)N([C@H](C)CO)C[C@H](C)[C@H](CN(C)Cc1ccncc1)OCCCC[C@H](C)O2	4	-3	0.1	-1	2	-2.1	6	0.0
CO[C@H]1CN(C)C(=O)c2ccc(NC(=O)Nc3ccccc3)cc2OC[C@@H](C)N(C(=O)CC2CC2)C[C@@H]1C	-9	7	0.1	1	-5	-4.9	8	2.2
C[C@@H]1CN([C@@H](C)CO)C(=O)CCCn2cc(nn2)CO[C@H]1CN(C)C(=O)Nc1ccccc1	-5&4	5	0.2&-0.1	3&-5	-2&2	-0.5&-3.3	2&-2	-0.1
COc1cc(OC)c2c(=O)c3c(C(=O)O)c(O)ccc3oc2c1	-7	.	0.2	-1	.	5.9	-9	0.3
COc1ccc(S(=O)(=O)/C(C#N)=C/Nc2ccccc2F)cc1	0	.	0.3	-1	27	2.2	-15	-0.1
Cc1csc(NC(=O)C2CCCCN2S(=O)(=O)c2ccccc2)n1 (stereo not given)	.	.	0.2	2	1	0.8	-15	-0.6
COc1cc(/C=C/C(=O)OCC(=O)Nc2cc(C)on2)ccc1OCC#N	18	8	0.1	-2	25	-1.4	-4	.
CCOCCCn1c(=NC(=O)c2cccs2)c(C#N)cc2c(=O)n3ccccc3nc21	-3	-10	0.1	11	-3	-5.3	-64	0.1
COc1ccc(CCN(C)C(=O)c2ccc(C)c(S(=O)(=O)N3CCCCC3)c2)cc1OC	6	-6	-0.1	-1	65	3.1	1	0.1
COc1ccc(NC(=O)N(C)C[C@H]2Oc3ccc(NS(=O)(=O)c4ccc(OC)cc4)cc3C(=O)N([C@H](C)CO)C[C@H]2C)cc1	-3	-3	-0.4	-2	6	2.3	-8	0.5
CSc1ccc(CN(C)CC(=O)NC(C)c2ccccc2)cc1 (stereo not given)	-1	2	0.0	1	9	-0.3	-6	-0.7
COc1ccc(/C=C/C(=O)OCC(=O)NC2CCCCC2C)c(OC)c1 (stereo not given)	5	-2	0.3	1	.	-1.9	-3	-0.2
C[C@H](CO)N1C[C@H](C)[C@@H](CN(C)S(=O)(=O)c2ccc(F)cc2)Oc2ccc(N(C)C)cc2CC1=O	2	-9	-0.5	4	7	1.8	-1	.
C[C@@H]1CN([C@@H](C)CO)C(=O)c2cc(NC(=O)CCCN(C)C)ccc2O[C@H]1CN(C)Cc1ccc(-c2ccccc2)cc1	1	12	-0.7	3	19	0.1	27	2.0
Cc1ccc(-c2nc(CS(=O)CC(=O)NCc3ccco3)c(C)o2)cc1 (stereo not given)	-2	-7	0.0	9	-20	-0.5	-21	0.1
O=C(COC(=O)c1cccs1)Nc1cccc(Cl)c1	-1	9	0.0	1	-10	-2.2	-7	.

Later entries.
SMILES	DENV2 CPE rescue	RAD54 branch	XiGFP reactiv	Casp6 inh	INS-1E GSIS act	CFTR F508del cor	RAD52 anneal inh	E-selectin induc
Cc1ccc(S(=O)(=O)NCC(=O)NCC(=O)OC(C(=O)NC(N)=O)C(C)C)cc1C (stereo not given)	13	-3	-0.1	-1	12	-0.1	-9	0.0
C[C@@H]1CN([C@H](C)CO)C(=O)c2cc(N(C)C)ccc2O[C@@H]1CN(C)Cc1ccncc1	1	12	-1.1	0	4	1.9	2	.
NC(=O)C1CC(=O)N(c2ccc(OCc3ccccc3Cl)cc2)C1 (stereo not given)	0	.	0.0	-1	-9	-4.6	-9	.
CC1=CCC2C(=O)N(c3ccccc3OC(=O)c3ccccc3F)C(=O)C2C1 (stereo not given)	12	5	-0.1	1	12	2.2	-15	?
CCOc1ccc(N(C)S(=O)(=O)c2ccc(-c3cc(C)no3)s2)cc1	2	-5	0.0	6	-4	3.8	-15	.
COc1ccc(NC(=O)Nc2ccc3c(c2)C(=O)N([C@@H](C)CO)C[C@@H](C)[C@H](CN(C)S(=O)(=O)c2ccc(OC)cc2)OCCCC[C@H](C)O3)cc1	-7	15	0.2	.	-32	-1.6	.	0.0

Screening results deposited in PubChem by Broad Institute.

Outcome played no part in choosing rows (roughly 3.7% active in at least one column).
